Screens deposited in PubChem BioAssay by Broad Institute.
PGC1a acetyl inh: inhibitors of PGC1a acetylation signal, primary screen, cell-based, U2OS, AlphaScreen, inhibitor mode | AlphaScreen anti-acetyl-lysine; with virally co-expressed GCN5 acetyltransferase | inhibition, % at 15.6 µM | 0.17% of 350,000 active | AID 651687, 2012;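 active = every replicate shows inhibition of at least 40%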;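 note: 0% = neutral control wells and 100% = positive control wells; some results beyond the cut were filed as inactive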
PAX8 reporter: inhibitors of PAX8-driven TPO luciferase reporter, primary screen, RMG-I cells, single concentration; inhibition, % at 12.6 µM; AID 652154, 2013; SteadyGlo, 24 h; 1.2% of 360,000 active;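 active = mean replicate inhibition at least 60% with every replicate also reaching 60%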;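 note: luciferase light reporting Pax8 driven TPO promoter activity; plate controls were median of neutral control wells for no effect and mitoxantrone controls for full effect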
PglD inh: C. jejuni PglD acetyltransferase inhibitors, primary screen, biochemical, DTNB colorimetric, single point; AID 602405, 2012; inhibition, % at 12.5 µM; 0.098% of 360,000 active; purified PglD enzyme, DTNB colorimetric CoA detection; in the data active = inhibition above about 16%, passing the limit was not always enough; note: strong numbers were not always called active
LGR2 antag: inhibitors of bursicon-induced LGR2 CRE-luciferase signal, primary screen, cell-based, HEK293, CRE-luciferase reporter, bursicon stimulation; Drosophila bursicon receptor LGR2 (rickets); bursicon-stimulated, 4 h; inhibition, % at 9.99 µM; 0.35% of 380,000 active; AID 720647, 2013;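 active = drop in luminescence signal, shown as inhibition above about 50% in the replicate tests, limit read from the data, passing the limit was not always enough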;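 note: agonist challenge used bursicon conditioned medium at about half maximal strength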
ERAP1 HTS inh: human ERAP1 aminopeptidase inhibitors, primary screen, biochemical, single point, plate reader. Endoplasmic reticulum aminopeptidase 1 (Homo sapiens), Q9NZ08. inhibition, % at 10.7 µM. recombinant ERAP1, Leu-AMC fluorescence, 60 min. 0.15% of 340,000 active;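 active = mean replicate inhibition of at least 30%, or all replicates individually reaching that 30% level; inactive = mean below 30% and not every replicate reaching it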;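 note: 0% = neutral control wells and 100% = L-leucinethiol positive control wells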
Target sequence (Q9NZ08 whole entry, looked up): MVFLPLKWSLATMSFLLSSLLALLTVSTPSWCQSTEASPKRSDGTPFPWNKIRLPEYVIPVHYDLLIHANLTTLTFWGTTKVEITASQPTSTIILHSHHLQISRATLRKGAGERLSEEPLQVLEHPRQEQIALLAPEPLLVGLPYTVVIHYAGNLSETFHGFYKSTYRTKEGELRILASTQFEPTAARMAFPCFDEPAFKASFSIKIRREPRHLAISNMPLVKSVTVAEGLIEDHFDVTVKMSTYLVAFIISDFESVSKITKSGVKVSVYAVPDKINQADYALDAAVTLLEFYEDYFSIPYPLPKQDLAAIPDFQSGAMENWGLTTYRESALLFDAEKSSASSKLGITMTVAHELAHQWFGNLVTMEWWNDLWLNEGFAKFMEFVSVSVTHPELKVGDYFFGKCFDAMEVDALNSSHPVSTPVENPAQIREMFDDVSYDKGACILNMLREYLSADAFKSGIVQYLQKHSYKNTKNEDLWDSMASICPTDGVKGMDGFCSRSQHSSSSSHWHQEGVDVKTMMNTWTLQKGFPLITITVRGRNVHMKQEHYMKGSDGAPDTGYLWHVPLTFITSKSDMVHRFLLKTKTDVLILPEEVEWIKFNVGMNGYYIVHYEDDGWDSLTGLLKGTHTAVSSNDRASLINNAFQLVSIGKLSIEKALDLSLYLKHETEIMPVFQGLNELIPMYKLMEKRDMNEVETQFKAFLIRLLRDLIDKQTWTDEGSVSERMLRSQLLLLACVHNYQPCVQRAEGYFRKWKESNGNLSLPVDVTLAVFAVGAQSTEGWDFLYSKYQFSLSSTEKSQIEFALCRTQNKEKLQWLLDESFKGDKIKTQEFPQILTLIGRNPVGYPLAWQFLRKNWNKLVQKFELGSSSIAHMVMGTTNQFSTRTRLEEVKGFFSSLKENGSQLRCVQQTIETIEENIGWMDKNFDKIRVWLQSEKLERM
FN deposition inh: inhibitors of fibronectin matrix deposition, primary screen, AH1F cells, Alexa488-fibronectin fluorescence, plate reader. inhibition, % at 12.6 µM. 0.086% of 350,000 active. AH1F fibroblasts, overnight. AID 743247, 2014;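 active = mean inhibition across replicates of 30% or more, regardless of how many single replicates reach that level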;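 note: positive control wells lacked labelled fibronectin entirely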
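Material: AH1F fibroblasts assembling fluorescent fibronectin matrix; amount: 10000 AH1F cells/well; medium: DMEM, 2% serum; reagent: Alexa488-fibronectin, 24 nM final in well; dosing: single compound dose, delivered by pin transfer; incubation: 1 h adhesion, overnight exposure; detection: fluorescence after three HBSS washes, excitation 485 nm, emission 525 nm; measure: fibronectin deposition inhibition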
S100A4 inh HTS: inhibitors of S100A4-myosin IIA peptide binding, primary screen, biochemical, fluorescence polarization, TAMRA-MyoIIA peptide | 0.14% of 360,000 active | AID 652163, 2013 | inhibition, % at 10.7 µM;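 active = mean inhibition of at least 70% across replicates, with every replicate also reaching that level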
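incubation = readout 5 min after mixing, signal stable up to 60 min | system = S100A4 monomer protein | buffer or medium = HEPES pH 7.2 with CaCl2, KCl, NaCl, DTT, Triton | benchmarks = neutral control DMSO, positive control TFP | also added = fluorescent myosin IIA peptide, 5 nM | compound dosing = one concentration per compound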
EWS-Fli inh: EWS/Fli-driven NR0B1 reporter inhibitors, primary screen, A673 cells, NR0B1 luciferase, luminescence, MLPCN library. viability-normalised. inhibition, % at 12.6 µM. 0.67% of 350,000 active;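 active = mean inhibition of at least 50% after viability correction, with every replicate also passing that limit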;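 note: firefly luciferase signal divided by Alamar Blue viability fluorescence both relative to DMSO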
* marks the source's active call; other numbers are inactive results; . = not tested or not shown; & = joins results of further samples.

Every second line gives: PGC1a acetyl inh, PAX8 reporter, PglD inh, LGR2 antag, ERAP1 HTS inh, FN deposition inh, S100A4 inh HTS, EWS-Fli inh
CCCn1c(=S)[nH]c2cc(C(=O)N3CCN(C(=O)OCC)CC3)ccc2c1=O
    -13, 12, -7, -11, 4, -6, -1, .
Cc1nn(CC(=O)NC2CC2)c(C)c1S(=O)(=O)N(C)C
    10, -6, -2, ., 1, 5, 0, -12
Cc1cc(C(=O)N/N=C/c2ccc(-c3cccc(Cl)c3Cl)o2)n[nH]1
    -1, 4, 4, -2, ., 1, ., .
COc1ccc(-c2ccc([C@@H]3[C@H](CO)N4C(=O)CN(C(=O)NC(C)C)C[C@@H]34)cc2)cc1
    7, 10, ., 20, -1, ., -2, -1
CC(NCCO)C(=O)C12CC3CC(CC(C3)C1)C2 (centres undefined)
    0, 14, 3, ., ., 2, ., .
C[C@@H]1CN([C@H](C)CO)C(=O)c2cc(-c3cccc(F)c3)cnc2O[C@@H]1CN(C)C(=O)c1ccccn1
    -2, ., -1, 12, 1, ., 11, 2
Cc1c(Cl)cccc1NC(=S)NCc1ccccc1
    -9, -13, 4, 9, 3, 5, 0, .
Cc1cc(C)c(S(=O)(=O)Nc2ccc(C(N)=O)cc2)c(C)c1
    6, -2, 2, 1, -1, -7, -8, -9
COc1ccc(C(O)c2nc(-c3ccncc3)cs2)cc1 (centres undefined)
    -5, -3, 2, 9, 1, 6, 0, -9
Fc1ccccc1-c1nc(NCC2CC2)nc2ccsc12
    -3, -6, -2, -27, -5, -3, -3, -3
COc1ccc(NC(=S)NCc2ccc(F)cc2)c(OC)c1
    8, 1, 1, 5, -4, -9, -23, -4
Cc1ccc(C(=O)NCCCNc2ccccc2[N+](=O)[O-])cc1
    ., -9, ., -5, 1, -1, 30, 3
CC(C)CC(=O)Nc1ccc(C(=O)CN2CCC(C)CC2)cc1
    ., -48, ., 5, -2, ., 3, 9
COc1ccccc1C(=O)Nc1ccc2c(c1)nc1n2CCN(C2CCCCC2)C1
    -5, -21, 0, 3, -1, 9, -6, .
COc1cc2cc(C(c3nnnn3C3CCCC3)N(C)C3CCCCC3)c(=O)[nH]c2cc1OC (centres undefined)
    -14, ., 4, -10, ., -1, ., .
O=C(NCC(=O)N(Cc1ccc(F)cc1)C(C(=O)NC1CCCC1)c1ccco1)c1ccco1 (centres undefined)
    -3, ., -2, 4, 10, ., -3, .
Cc1noc(C)c1C(=O)OCC(=O)N(C)C1CCS(=O)(=O)C1 (centres undefined)
    10, -17, ., -31, 0, -9, 8, 2
COC1OC2COC(c3ccccc3)OC2C(O)C1N (centres undefined)
    0, 4, -2, -2, -10, 1, -1, 2
Cc1cccc(NC(=O)CSCC(=O)N=c2sccn2C)c1
    -5, 20, 6, 9, 3, -2, -1, -2
O=C(NCC(F)(F)F)[C@H]1[C@H](CO)[C@H]2Cn3c(cccc3=O)[C@H]2N1C(=O)C1CCCC1
    ., ., -1, 8, -1, ., -2, 9
O=C(COC(=O)c1cc([N+](=O)[O-])ccc1Cl)NCCc1ccccc1
    3, -4, ., -15, 0, -25, -9, -6
COc1ccc(NC(=O)N(C)C[C@@H]2Oc3ccc(NC(=O)c4ccncc4)cc3C(=O)N([C@H](C)CO)C[C@H]2C)cc1
    -49, -1, 2, 4, 8, ., 12, -10
CN(CCCCN1CCOCC1)Cc1nc(-c2ccc3c(c2)OCO3)no1
    ., -15, 5, -5, -3, ., 1, -13
Cc1cc(C)nc(NS(=O)(=O)c2ccc(NC(=O)Cc3ccccc3F)cc2)n1
    ., -12, 1, -4, 0, -14, -8, 0
CCOC(OCC)c1cn(Cc2ccc3c(c2)C(=O)c2ccccc2C3=O)nn1
    ., -24, ., -21, 3, 11, -5, -57
Cc1ccc(N(C(=O)c2ccc(Br)o2)C2C=CS(=O)(=O)C2)cc1 (centres undefined)
    0, -6, 2, 0, ., -2, 6, -6
Cc1ccccc1-c1ccc(C2[C@H]3CNC[C@@H]2N3S(=O)(=O)c2ccc(F)cc2)cc1 (some centres undefined)
    -3&-3, 4&22, ., 4&9, 4&2, 10&-6, -34&-13, 7&-1
Cc1ccc(S(=O)(=O)N2CCOCC2)cc1C(=O)OCc1nnc(-c2ccccc2)o1
    ., -1, -8, -3, -5, -7, -1, -9
Cc1ccc(NC(=O)COC(=O)C2CSC3(C)CCC(=O)N23)c(C)c1 (centres undefined)
    -4, -12, -1, -12, 4, -7, 5, -5
CC(C)(C)C(=O)Nc1ccc(Cc2ccncc2)cc1
    ., 13, -1, 3, 1, -6, -1, 22
CCOc1cc(/C=N/NC(=O)C(=O)NC)cc(Br)c1O
    15, -5, 1, -1, ., -5, ., .
C[C@@H]1CN([C@@H](C)CO)C(=O)Cc2cc(NC(=O)Nc3cccc4ccccc34)ccc2O[C@@H]1CN(C)C(=O)Nc1ccccc1
    -1, 9, 5, 10, -1, ., -7, 1
CO[C@@H]1CN(C)C(=O)c2ccc(NC(=O)Nc3c(C)noc3C)cc2OC[C@@H](C)N(CC2CC2)C[C@@H]1C
    -12, -4, 2, 3, 0, 9, 0, -5
CCCNC(=O)N(C)C[C@@H]1Oc2ncc(-c3ccc(OC)cc3)cc2C(=O)N([C@H](C)CO)C[C@@H]1C
    -7, ., -2, 5, 0, ., 5, -12
Nc1[nH]c(C(=O)c2ccccc2)c(-c2ccc(Cl)cc2)c1C(=O)NCc1ccccc1
    ., -7, ., -5, ., 0, 0, -7
O=C(NCC[C@@H]1CC[C@@H](NS(=O)(=O)c2cccc(F)c2)[C@@H](CO)O1)c1cnccn1
    3, -11, -2, 3, 3, -1, -4, 2
O=C(CCCN=C1NS(=O)(=O)c2ccccc21)OCC(=O)c1ccccc1Cl
    -5, -2, -2, -26, -3, 1, -4, -3
Cc1ccccc1C(C(=O)NC1CCCC1)N(C(=O)Cc1cccs1)c1ccc2c(c1)OCCO2 (centres undefined)
    -16, ., 3, 9, 1, -3, -1, .
O=C(C[C@@H]1C=C[C@@H](NC(=O)c2cccc(F)c2)[C@@H](CO)O1)NCc1ccccc1
    8, -1, 1, 7, -2, 6, 3, -7
Cc1cccc(N2CCN(S(=O)(=O)c3cnc[nH]3)CC2)c1C
    -2, 7, -1, -26, -2, -2, -6, 0

Nothing new here: an excerpt of the list.
Every second line gives: PGC1a acetyl inh, PAX8 reporter, PglD inh, LGR2 antag, ERAP1 HTS inh, FN deposition inh, S100A4 inh HTS, EWS-Fli inh
CCCn1c(=S)[nH]c2cc(C(=O)N3CCN(C(=O)OCC)CC3)ccc2c1=O
    -13, 12, -7, -11, 4, -6, -1, .
Cc1nn(CC(=O)NC2CC2)c(C)c1S(=O)(=O)N(C)C
    10, -6, -2, ., 1, 5, 0, -12
Cc1cc(C(=O)N/N=C/c2ccc(-c3cccc(Cl)c3Cl)o2)n[nH]1
    -1, 4, 4, -2, ., 1, ., .
COc1ccc(-c2ccc([C@@H]3[C@H](CO)N4C(=O)CN(C(=O)NC(C)C)C[C@@H]34)cc2)cc1
    7, 10, ., 20, -1, ., -2, -1
CC(NCCO)C(=O)C12CC3CC(CC(C3)C1)C2 (centres undefined)
    0, 14, 3, ., ., 2, ., .
C[C@@H]1CN([C@H](C)CO)C(=O)c2cc(-c3cccc(F)c3)cnc2O[C@@H]1CN(C)C(=O)c1ccccn1
    -2, ., -1, 12, 1, ., 11, 2
Cc1c(Cl)cccc1NC(=S)NCc1ccccc1
    -9, -13, 4, 9, 3, 5, 0, .
Cc1cc(C)c(S(=O)(=O)Nc2ccc(C(N)=O)cc2)c(C)c1
    6, -2, 2, 1, -1, -7, -8, -9
COc1ccc(C(O)c2nc(-c3ccncc3)cs2)cc1 (centres undefined)
    -5, -3, 2, 9, 1, 6, 0, -9
Fc1ccccc1-c1nc(NCC2CC2)nc2ccsc12
    -3, -6, -2, -27, -5, -3, -3, -3
COc1ccc(NC(=S)NCc2ccc(F)cc2)c(OC)c1
    8, 1, 1, 5, -4, -9, -23, -4

More structures.
Every second line gives: PGC1a acetyl inh, PAX8 reporter, PglD inh, LGR2 antag, ERAP1 HTS inh, FN deposition inh, S100A4 inh HTS, EWS-Fli inh
COc1ccc(/C=C2\SC(=S)N(CCC(=O)Nc3cccc(C(=O)O)c3)C2=O)cc1
    -3, -12, 2, -14, 1, 1, 5, 0
C=CCNc1ncnc2c1ncn2[C@H]1CN(Cc2ccc3c(c2)OCO3)C[C@@H](CO)O1
    -1, -1, -1, 4, -5, 9, -7, 1
CC1CCN(c2ccccc2NC(=O)c2cc([N+](=O)[O-])ccc2N2CCOCC2)CC1
    1, 7, -1, 5, 0, 9, 5, .
CC(=O)Nc1ccc2c(c1)C(=O)N(C)[C@@H]1CC[C@H](CC(=O)NCc3ccccc3Cl)O[C@H]1CO2
    -4, 0, -6, -14, -3, 3, -4, -12
COc1ccc(CCNS(=O)(=O)c2ccc(C3CNC(=O)C3)cc2)cc1OC (centres undefined)
    3, ., 2, -5, 1, ., -1, 10
COc1ccccc1-c1noc2ncnc(Nc3cccc(C)c3)c12
    ., -5, -3, -12, -8, 0, -5, -4
O=C(CN1C(=O)NC2(CCCC2)C1=O)Nc1ccc(F)cc1
    ., ., 1, -3, 0, ., 0, .
Cc1cc(C(=O)COC(=O)c2ccc(NC(=O)CC#N)cc2)c(C)n1CC(F)(F)F
    12, -59, 4, -42, -3, -5, 10, -61
COc1ccc(S(=O)(=O)N2CCC(C(=O)N[C@@H](C)C(=O)NCc3cccc(OC)c3)CC2)cc1
    2, 1, -2, -3, -1, -10, -3, 1
Cc1cc(C)n(S(=O)(=O)c2cc(C(=O)O)c(Cl)cc2Cl)n1
    2, ., -5, 8, 2, ., -11, 6
C[C@H](CO)N1C[C@H](C)[C@@H](CN(C)Cc2ccc(C(F)(F)F)cc2)Oc2c(NC(=O)Nc3ccc(F)cc3)cccc2C1=O
    -21, 7, -4, 6, 0, ., 9, 10

Random draw from the library, and some 2.1% of all compounds hit somewhere here.
